EWS-Fli inh – inhibitors of EWS/Fli oncoprotein transcriptional activity | A673 NR0B1-luciferase reporter, viability-normalised | inhibition, % at 12.6 µM | 0.67% of 350,000 active;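 active = mean inhibition of at least 50% after viability correction, with every replicate also passing that limit; inconclusive = mean reaches 50% but only one of two replicates passes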;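 also: firefly luciferase signal divided by Alamar Blue viability fluorescence both relative to DMSO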
PAX8 reporter – PAX8 transcriptional activity inhibition; 1.2% of 360,000 active; AID 652154; RMG-I TPO-luciferase reporter, SteadyGlo, 24 h; inhibition, % at 12.6 µM;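 active = mean replicate inhibition at least 60% with every replicate also reaching 60%; inconclusive = only one of the two criteria is met; inactive = mean below 60% and not all replicates reaching 60%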;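 also: luciferase light reporting Pax8 driven TPO promoter activity; plate controls were median of neutral control wells for no effect and mitoxantrone controls for full effect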
F508del corr – CFTR F508del correction in bronchial cells; CFBE cells, YFP halide quenching; stimulated with forskolin plus potentiator P3; % fluorescence drop versus neutral controls; activity (quench increase), % at 7.58 µM; 0.36% of 350,000 active; AID 720511;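 active = mean added fluorescence quench of at least 8% versus neutral control, with both replicates also reaching 8%; inconclusive = only one of the mean or replicate conditions met; inactive = mean below 8% and not both replicates reaching 8%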;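 also: cells transiently co-express mutant CFTR-F508del with the halide-sensitive YFP; corrector assay measuring rescue of mutant channel to the surface after 24 h compound exposure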
DENV2 CPE – protects cells from dengue virus 2 cytopathic effect; DENV2-infected cells, cytopathic effect rescue, plate reader; CPE inhibition, % at 9.99 µM; 1.7% of 350,000 active; AID 651640; in the data active = CPE inhibition above about 20%, passing the limit was not always enough; inconclusive = no clear call, values can overlap the other calls; tested in BHK-21 cells;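 also: 0% = median of neutral control wells and 100% = median of positive control wells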
XiGFP reactiv – X-chromosome reactivation activator; XiGFP mouse fibroblasts, % GFP-positive cells imaging, 3 d; cells co-treated with 5-aza-dC sensitizer; scaled so ellipticine positive control = 100%; activation, % at 7.58 µM; 0.055% of 360,000 active;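 active = mean normalized replicate activation at least 10% and every replicate at or above 10%; inconclusive = only one of the two criteria met; inactive = mean below 10% and not all replicates reach 10%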;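 also: 0% = median of on-plate neutral control wells and 100% = ellipticine 6 µM median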
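Assay system – SV40-immortalized XiGFP fibroblast cells, line 68-5-11 · Buffer or medium – DMEM supplemented with 5-aza-dC as sensitizing agent · Dosing – one concentration, pinned · Benchmarks – positive control ellipticine, 6 µM final · Times – 3 days compound exposure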
ERp5 inh – blocks human ERp5 reductase activity on insulin; Q15084; ERp5 insulin aggregation, absorbance 650 nm, 90 min; inhibition, % at 9.99 µM; 0.05% of 350,000 active; AID 651711;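 active = mean replicate inhibition above about 25%, with every replicate also reaching it, limit read from the data, passing the limit was not always enough; inconclusive = only one of those two criteria met; inactive = neither criterion met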
Target sequence (Q15084 whole entry, looked up): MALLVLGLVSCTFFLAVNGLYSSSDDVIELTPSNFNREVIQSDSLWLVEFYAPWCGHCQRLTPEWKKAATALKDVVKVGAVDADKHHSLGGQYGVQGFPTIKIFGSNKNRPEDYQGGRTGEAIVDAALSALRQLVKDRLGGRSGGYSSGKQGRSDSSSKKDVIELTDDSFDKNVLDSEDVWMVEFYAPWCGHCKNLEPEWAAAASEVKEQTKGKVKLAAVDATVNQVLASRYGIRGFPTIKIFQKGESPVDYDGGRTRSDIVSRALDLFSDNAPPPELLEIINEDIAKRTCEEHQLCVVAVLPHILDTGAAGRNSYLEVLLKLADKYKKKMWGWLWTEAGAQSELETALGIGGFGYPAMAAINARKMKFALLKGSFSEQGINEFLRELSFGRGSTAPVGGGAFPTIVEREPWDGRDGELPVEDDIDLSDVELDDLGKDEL
ARNT TACC3 PPI – disrupts binding between human ARNT and TACC3; AlphaScreen His-ARNT PAS-B/GST-TACC3 binding, luminescence; TACC3 fragment carries E629A point mutation; Q9Y6A5; AID 623870; inhibition, % at 9.99 µM; 0.66% of 390,000 active;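 active = mean inhibition of replicates at least 50% and at least half of replicates each reaching 50%; inconclusive = half or more replicates reach 50% but mean below 50%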;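 also: 0% = complete ARNT plus TACC3 wells and 100% = ARNT alone without TACC3; many hits fall short of the cut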
INS-1E GSIS act – primary screen for activators of insulin secretion dependent on glucose, INS-1E cells, GLuc reporter luminescence; 0.61% of 370,000 active; AID 743287; INS-1E GLuc reporter insulin secretion, 2-3 h; activation, % at 16.6 µM;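 active = lowest replicate activation of at least 40%, so every replicate reaches that level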;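 also: 0% = median of neutral control wells and 100% = median of IBMX positive control wells; some compounds called inactive have numbers as strong as hits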
Starred values were filed as active, the others as inactive; ? = inconclusive; / = no result given; & = joins results of further samples. Rows are unselected. About 4.2% of those tested had a hit in this group.

Molecule,EWS-Fli inh,PAX8 reporter,F508del corr,DENV2 CPE,XiGFP reactiv,ERp5 inh,ARNT TACC3 PPI,INS-1E GSIS act
C[C@@H]1CN([C@@H](C)CO)C(=O)c2cccc(NC(=O)c3ccc(-c4nccs4)cc3)c2O[C@@H]1CN(C)C(=O)NC1CCCCC1,2,/,-1.8,5,-0.7,-4,-1,-14
COc1cccc(NC(=O)N(C)C[C@H]2Oc3ncc(/C=C/c4ccccc4)cc3C(=O)N([C@@H](C)CO)C[C@@H]2C)c1,-2,19,0.7,-2,0.0,1,12,-28
N#Cc1c2nc3ccccc3nc2n2cc(NC(=O)c3ccc(F)cc3)ccc12,21,-5,-2.0,-4,0.0,-8,/,7
CCc1ccc(CNC(=O)C2CCN(S(=O)(=O)N3CCC4(CC3)OCCO4)CC2)cc1,17,5,-4.0,?,0.0,0,-6,-16
Cc1ccc(S(=O)(=O)N(C)C[C@@H]2OCCCC[C@@H](C)Oc3ccc(NC(=O)Nc4c(C)noc4C)cc3C(=O)N([C@H](C)CO)C[C@H]2C)cc1,5,10,1.3,-8,-0.1,-6,4,-5
C[C@H]1CN([C@@H](C)CO)S(=O)(=O)c2ccc(C#Cc3ccccc3F)cc2O[C@H]1CN(C)C(=O)Cc1ccccc1,14,7,3.3,-3,-1.1,-2,10,-13
NC(=O)c1cccc(NC(=O)Nc2ccc(Cl)cc2)c1,-63,-43,3.4,0,0.2,0,-9,15
Cc1cc(N2CCOCC2)n2nc(C)c(-c3ccccc3Cl)c2n1,2,1,2.7,1,0.1,-1,-2,13
Cc1ccc(C)c(C(=O)C(C)Sc2nc3nn(-c4ccccc4)c(=O)c-3c3n2CCCCC3)c1 (stereo not drawn),/,-1,-0.5,0,0.0,7,-9,18
CO[C@@H]1CN(C)C(=O)c2cc(NC(=O)Nc3cccc(F)c3)ccc2OC[C@@H](C)N(C(=O)C2CC2)C[C@@H]1C,4,10,0.1,/,-0.1,/,8,-16
O=C(NCc1nc(-c2ccc(Cl)cc2)no1)c1ccc2c(c1)OCO2,0,-3,0.4,5,0.0,3,8,-11
Oc1ccc(C[C@@H](CN2CCCC2CN2C(=S)NC[C@@H]2Cc2ccccc2)N2C[C@H](Cc3ccccc3)N(CC3CCCCCC3)C2=S)cc1 (stereo partly drawn),3,28,-0.6,-5,0.0,2,/,27
CCn1c(CC(=O)Nc2ccccc2F)nnc1SCC(=O)NC1=NCCS1,-8,-8,-1.7,6,0.1,4,/,15
COc1ccccc1-c1ccc(SCc2ccccc2F)nn1,-57,-86,0.4,-8,0.3,-4,-16,-3
C[C@@H]1CCCCO[C@H](CN(C)S(=O)(=O)c2ccc(F)cc2)[C@@H](C)CN([C@@H](C)CO)C(=O)c2cc(N(C)C)ccc2O1,3,33,-0.6,-6,0.2,-1,12,-10
Cc1cc(C)n(CC(=O)NNC(=O)c2cccc(C(F)(F)F)c2)n1,0,3,0.2,-3,0.2,15,-6,2
O=C(C1CN(C(=O)c2cc3ccccc3o2)c2ccccc2O1)N1CCCCC1 (stereo not drawn),10,19,-1.0,-5,0.0,-6,/,/
CCOc1ccc(N(CC(=O)NC2CC3CCC2C3)S(=O)(=O)c2ccc(C)cc2)cc1 (stereo not drawn),/,9,-1.6,6,0.3,-6,24,-51
COc1ccccc1NC(=S)N1CCC(c2nc3ccccc3o2)CC1,5,-17,-3.9,/,0.2,-1,-1,-2
CC1=C2CCCC[C@@]23C2C(=O)N(C)C(=O)[C@@H]2ON3OC1 (stereo partly drawn),-4,-20,1.0,-2,0.0,-1,/,25
Cc1ccccc1NC(=O)COC(=O)Cc1cccc(C(F)(F)F)c1,/,16,/,/,0.4,/,-9,17
Cc1ccc2nc(-c3ccc(Br)cc3)cn2c1,72*,93*,-6.4,-8,0.0,5,-15,12
Cc1c(Br)c(C(F)(F)F)nn1CC(=O)NCc1ccccc1,/,6,/,/,0.2,/,1,22
Oc1ccc(Br)cc1-c1nc2cnccn2c1NC1CCCCC1,-5,/,0.2,-3,/,2,-26,-34
CC(=O)N(C)C[C@@H]1Oc2ncc(C#C[C@@H](C)O)cc2C(=O)N([C@H](C)CO)C[C@@H]1C,-3,/,1.2,-15,-0.4,1,-4,-4
CCCCNCCS(=O)(=O)NCc1ccccc1OC,-13,-10,0.8,3,-0.2,-3,/,6
CCCOc1ccc(CCC(=O)O)cc1,1,1,-1.4,4,0.5,0,-1,4
CCN(CC)CCn1c2c(c(SCC(=O)Nc3nc(C)cs3)nc1=O)CCC2,2,26,1.1,-3,0.2,2,/,18
Cc1ccc(CN2C(=O)C(Cc3ccccc3)Nc3ncnc(N4CCCCC4)c32)cc1 (stereo not drawn),-8&4,8&2,2.2&-2.2,10&9,0.2&0.0,2&1,-4,4&-5
Cc1cc(C(=O)OCC(=O)Nc2cc(Cl)ccc2C)c(C)o1,-11,7,-1.2,8,-0.1,3,-1,-2
O=C(CCCN1C(=O)/C(=C/c2cccs2)SC1=S)Nc1cccc(C(=O)O)c1,-2,28,/,5,0.0,-2,-1,-17
C[C@@H]1CN([C@H](C)CO)C(=O)c2cc(NC(=O)C3CC3)ccc2O[C@@H]1CN(C)Cc1ccc(C(F)(F)F)cc1,-10,-11,1.7,7,0.2,1,-7,-8
O=C(NC1=NCCS1)c1ccccc1F,-20,-9,-0.2,3,-0.1,0,/,4
COc1cccc(-c2cnc3c(NC=O)cc(-c4cc(OC)c(OC)c(OC)c4)cn23)c1,8,-1,1.5,-1,0.3,13,/,4
COCCNC(=O)C(c1ccc(C)cc1)N(C(=O)C(=O)NC1CCCC1)c1ccc2c(c1)OCCO2 (stereo not drawn),7,-19,-1.6,12,0.0,-13,-8,-3
Cc1cn([C@H]2C[C@H](O)[C@@H](/C=C/C(=O)NCCc3ccc4c(c3)OCO4)O2)c(=O)[nH]c1=O,-12,9,-1.9,4,-0.1,-6,/,-3
Cc1cc(C)nc(NC2=NCC(=O)N2c2ccccc2Br)n1,-7,8,0.2,1,0.0,-4,4,/
COc1cc(N)c(Cl)cc1C(=O)OCC(=O)c1ccc2c(c1)NC(=O)CO2,-3,16,-4.2,13,-0.1,1,10,4
O=C(Nc1ccc(OC(F)(F)F)cc1)Nc1cccc([N+](=O)[O-])c1,/,60,/,/,0.1,/,1,-1
Cn1c(NC(=O)c2ccc(Cl)cc2Cl)cc(=O)n(C)c1=O,-2,7,1.2,-4,0.0,1,-3,19
CC(=O)c1ccc(NC(=O)C(C)Sc2nnc(-c3ccncc3)n2C2CC2)cc1 (stereo not drawn),-15,-1,0.1,1,0.0,3,1,-21
COc1ccccc1C(=O)NC(=O)COC(=O)Cn1cnc2c1c(=O)n(C)c(=O)n2C,1,-5,-1.6,13,0.1,12,9,13
Cc1ccc(S(=O)(=O)NC(=O)NC2=NC(C)(C)N(c3ccc(Cl)c(Cl)c3)C(N)=N2)cc1,-2,6,-4.4,-6,0.8,0,/,-12
CC(=O)c1cnc2n(c1=O)CCS2,-10,9,-1.4,7,0.0,6,-6,6
COc1ccccc1C1CC(c2ccco2)=NN1c1ccccc1 (stereo not drawn),6,80*,0.6,-4,0.0,4,/,-10
Cc1cc(C(=O)Nc2cccc3c2O[C@@H](CN(C)S(=O)(=O)c2c(C)noc2C)[C@@H](C)CN([C@@H](C)CO)C3=O)n(C)n1,-3,/,-1.5,1,0.3,0,-5,26
Oc1c(Br)cc(/C=N/n2c(-c3ccccc3)n[nH]c2=S)cc1Br,7,22,-0.7,-1,0.1,3,-2,4
CC(=O)c1ccc(NC(=O)CSc2ccc(-c3sc(C)nc3C)nn2)cc1,1,-12,0.9,-4,0.3,-6,-1,7
CCN1CCc2c(OCC(=O)N3CCCc4ccccc43)cccc2C1=O,1,7,2.1,3,0.1,-17,-3,4
COCCC(=O)N1CCC(Oc2ccc(C(=O)N(C)C(C)c3ccon3)cc2)CC1 (stereo not drawn),/,-2,1.6,0,0.0,1,-2,-10

Following part.
Molecule,EWS-Fli inh,PAX8 reporter,F508del corr,DENV2 CPE,XiGFP reactiv,ERp5 inh,ARNT TACC3 PPI,INS-1E GSIS act
CN1C(=O)C(C)(C)c2cc(S(=O)(=O)NCc3ccc(C(=O)NCc4ccco4)cc3)ccc21,4,-15,0.3,-2,0.3,8,-1,2
CCCc1cc(=O)oc2c(CNc3ccc(OCC)cc3)c(O)ccc12,-2,-10,-0.4,-1,0.2,-2,-5,-8
CCN1CCN(C(=O)CS(=O)(=O)Cc2nc(-c3cccc(OC)c3)oc2C)CC1,-6,-1,3.2,0,0.0,-6,3,11
COc1cccc(-c2nc(C#N)c(N3CCN(C(=O)c4ccco4)CC3)o2)c1,5,/,-1.4,4,0.0,-8,17,6
COC(=O)C[C@@H]1CC[C@H]2[C@H](COc3ccc(NC(=O)c4ccccc4)cc3C(=O)N2C)O1,-17,-4,-0.8,/,0.3,/,/,-10
C[C@H]1CN([C@@H](C)CO)C(=O)c2cc(NS(=O)(=O)c3ccc(Cl)cc3)ccc2O[C@@H]1CN(C)Cc1ccccc1,-3,2,2.3,-9,-1.4,3,-3,-12
CCC(Sc1nc(N)cc(=O)[nH]1)C(=O)Nc1cc(C)on1 (stereo not drawn),3,-2,-0.6,-3,0.1,9,5,-1
COCCNC(=O)CSc1nnc(NC(=O)C2CC(=O)N(c3ccccc3OC)C2)s1 (stereo not drawn),-11,6,-1.1,3,0.4,-1,-4,4
CC1(C)Cc2nc3sc(C(N)=O)c(N)c3cc2CO1,-30,-47,0.4,3,0.1,2,2,3
COc1ccccc1N1CCN(C2CCCN(Cc3c(F)cccc3F)C2)CC1 (stereo not drawn),-4,17,-2.8,-7,0.5,2,2,-6
O=[N+]([O-])c1ccc(N2CCCCC2)cc1NCCOc1ccccc1,/,0,/,/,-0.1,/,6,11

Compound activity as filed in PubChem BioAssay.
